Screening data: PubChem BioAssay, several laboratories
PKA-R1A activ: activators of PKA-R1A complex; PKA-R1A dissociation, Cy5-IP20 fluorescence polarization; scaled: DMSO 0%, 113 µM cGMP 100%; activation, % at 11.4 µM; actives 0.083% (n = 340,000); AID 504707;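 active means percent activation above the mean of all tested compounds plus 3 SD, cut at about 19% in these data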;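 further: higher means more PKAc released from R1A so a rise in polarization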
SUMO Mot1 rescue: SUMOylation pathway inhibition by Mot1-301 growth rescue; growth rescue, % at 18.8 µM; S. cerevisiae Mot1-301 growth rescue, ATP luminescence, 38.5C; percent above DMSO median, 100 means doubled; actives 1% (n = 320,000);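 active means every valid replicate shows activation above 250% relative to neutral control wells; inactive means the rest, any valid replicate at or below 250%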;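 further: OY570 slx delta 5 strain wells were the positive control but not used for scaling; some compounds called inactive have numbers as strong as hits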
Arrestin-AP2 inh: blocks beta-arrestin peptide binding to AP2 adaptin | FITC-arrestin peptide / GST-AP2 beads, flow cytometry; AP2 beta2 appendage carries R879A mutation | inhibition, % at 10 µM | actives 0.31% (n = 340,000);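 active means inhibition above a set limit, near 3 SD of compounds lacking own fluorescence, cut at about 54% in these data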;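 further: plate controls were DMSO wells for no effect and 5 µM unlabelled arrestin peptide for full effect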
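Assay system: GST-AP2 R879A bound to glutathione beads, E. coli-expressed; Medium: PBS with 0.05% Tween 20 and 0.1% BSA; Also added: fluorescein-tagged arrestin peptide at 50 nM final; Timing: 12 min plus 1 h, RT; Measured by: flow cytometry, FL1 (488/535 nm); Evaluation: percent drop in bead-associated FITC signal.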
Pemphigus Ab inh: inhibitors of pemphigus antibody binding to human desmoglein-3. DSG3-coupled beads, scFv-anti-DSG3-GFP binding, flow cytometry; hits give low values. actives 0.48% (n = 310,000). P32926. binding (percent of control), % at 10 µM;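 active means binding more than 3 SD below its plate's average and above zero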;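 further: hits lower antibody fragment binding to DSG3; some compounds called inactive have numbers as strong as hits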
SR-BI HDL uptake: mouse SR-BI HDL lipid transfer inhibition; Q61009; ldlA[mSR-BI] CHO cells, DiI-HDL uptake fluorescence, 3 h; inhibition, % at 12.5 µM; actives 0.96% (n = 320,000); AID 488896;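 active means mean replicate inhibition of at least 70% and a set share of replicates each scoring 70 or more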;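 further: 0% = median of neutral control wells and 100% = median of positive control wells; values of inactives mirror those of a sister screen read the other way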
dFosB act: mouse delta FosB homodimer activation | P13346 | purified delta FosB, TAMRA-CDK5 oligo fluorescence polarization; percent of positive-control signal above neutral wells | activation, % at 25 µM | actives 0.99% (n = 340,000);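 active means mean activation above about 17%, with every replicate also reaching it, limit read from the data, passing the limit was not always enough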;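 further: fluorescence polarization rise as delta FosB binds a TAMRA Cdk5 AP-1 oligo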
PKA-R2B act: activators of human PKA-R2B complex | actives 0.079% (n = 340,000) | PKA-R2B holoenzyme dissociation, Cy5-IP20 fluorescence polarization; R2B truncated from residue 108, S112A mutant; 0% DMSO only, 100% 113 µM cGMP | P22694+P31323 | activation, % at 11.4 µM;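 active means activation above a cutoff set at the mean over all compounds plus 3 SD, cut at about 18% in these data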;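 further: higher means more holoenzyme dissociation and a rise in polarization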
Target sequence (P31323 whole entry, looked up, other chains not shown, the tested form may be a part): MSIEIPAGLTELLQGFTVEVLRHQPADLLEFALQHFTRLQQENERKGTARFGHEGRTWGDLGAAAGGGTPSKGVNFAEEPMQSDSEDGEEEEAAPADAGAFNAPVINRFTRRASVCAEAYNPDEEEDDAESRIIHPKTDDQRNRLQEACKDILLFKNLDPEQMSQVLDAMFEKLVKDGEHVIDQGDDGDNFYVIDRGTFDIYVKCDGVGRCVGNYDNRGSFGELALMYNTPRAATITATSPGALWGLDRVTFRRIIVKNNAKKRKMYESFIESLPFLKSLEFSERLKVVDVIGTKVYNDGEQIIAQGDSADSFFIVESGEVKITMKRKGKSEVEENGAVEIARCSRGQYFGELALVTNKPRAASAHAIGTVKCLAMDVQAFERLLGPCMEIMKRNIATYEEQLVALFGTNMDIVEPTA
NSD2 inh: NSD2 (human) methyltransferase inhibition. actives 0.54% (n = 310,000). NSD2 peptide methylation, AlphaScreen, 120 min. inhibition, % at 12.5 µM. O96028; in the data active means inhibition above about 50%
CDK5 p35 inh: inhibitors of human CDK5/p35 kinase; Q00535+Q15078; actives 0.01% (n = 330,000); AID 488839; Recombinant CDK5/p35, ADP-Glo luminescence, 60 min; inhibition, % at 10 µM;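 active means highest replicate inhibition of at least 50% and at least 75% of replicates reaching 50%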;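 further: plate controls were DMSO neutral control for no effect and GW8510 at 10 µM for full effect; many of its hits are not listed in these tables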
Target sequence (Q00535 whole entry, looked up): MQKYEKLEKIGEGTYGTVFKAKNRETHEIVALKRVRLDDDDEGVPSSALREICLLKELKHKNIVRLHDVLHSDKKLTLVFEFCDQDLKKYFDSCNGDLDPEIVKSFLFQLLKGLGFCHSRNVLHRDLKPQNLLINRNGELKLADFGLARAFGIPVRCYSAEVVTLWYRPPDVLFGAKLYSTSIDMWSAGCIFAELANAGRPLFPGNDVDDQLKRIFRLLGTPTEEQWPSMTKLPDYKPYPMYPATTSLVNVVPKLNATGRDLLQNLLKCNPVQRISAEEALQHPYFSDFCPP
Target sequence (Q15078 whole entry, looked up): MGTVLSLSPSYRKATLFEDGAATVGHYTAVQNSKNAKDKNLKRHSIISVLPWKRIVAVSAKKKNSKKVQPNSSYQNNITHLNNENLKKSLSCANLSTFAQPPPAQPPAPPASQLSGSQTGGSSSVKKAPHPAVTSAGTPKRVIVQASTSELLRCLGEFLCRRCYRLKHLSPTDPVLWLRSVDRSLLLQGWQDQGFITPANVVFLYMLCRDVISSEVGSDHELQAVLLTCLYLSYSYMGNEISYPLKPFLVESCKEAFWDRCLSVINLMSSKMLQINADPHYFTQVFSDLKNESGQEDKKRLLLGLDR
SR-BI DiI-HDL act: activators of SR-BI mediated HDL lipid uptake. activation, % at 12.5 µM. CHO ldlA[mSR-BI] cells, DiI-HDL uptake fluorescence, 3 h; 100 = double the neutral-control signal. AID 504775. actives 0.096% (n = 320,000);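 active means mean replicate activation of at least 60% and every replicate at or above 60%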;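 further: 0% = median plate neutral-control signal and 100% = twice that signal; values of inactives mirror those of a sister screen read the other way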
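Material: SR-BI-overexpressing, LDLR-lacking CHO cells; schedule: compound exposure 3 h, 37 °C; reagent: DiI-labelled HDL at 10 µg/mL final; technique: bottom-read fluorescence, 550/595 nm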
MITF TRPM1 HTS: increases MITF-driven TRPM1 promoter luciferase signal; SK-MEL-5 TRPM1-promoter luciferase, 24 h; % of positive control, neutral wells = 0; activation, % at 12.5 µM; actives 0.75% (n = 300,000);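 active means mean activation of at least 80% with every replicate also reaching 80%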;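 further: 0% = neutral control wells and 100% = parthenolide positive control wells; values of inactives mirror those of a sister screen read the other way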
Numbers without * were called inactive; . = not tested or not shown.

SMILES	PKA-R1A activ	SUMO Mot1 rescue	Arrestin-AP2 inh	Pemphigus Ab inh	SR-BI HDL uptake	dFosB act	PKA-R2B act	NSD2 inh	CDK5 p35 inh	SR-BI DiI-HDL act	MITF TRPM1 HTS
Cc1cccc(N2CCN(C(=O)CN3C(=O)C4CC=CCC4C3=O)CC2)c1C (centres undefined)	-4.7	-1.2	-1.7	104.7	27.0	1.7	-5.4	-0.4	0.2	-27.0	21.1
COc1cc(S(=O)(=O)N2CCN(c3ccccc3F)CC2)c(OC)cc1Cl	-13.2	-13.4	2.0	104.7	-3.1	-12.0	0.6	.	-0.5	3.1	12.1
C=CCn1c(SCc2nc(N)nc(N3CCCCC3)n2)nnc1-c1ccco1	4.1	-26.7	-1.2	119.0	-5.6	0.0	-1.5	0.3	-2.9	5.6	-4.2
O=C(COC(=O)c1ccccc1NCCO)NCc1cccs1	-1.9	1.7	9.7	101.7	14.0	4.0	-7.6	-1.8	0.4	-14.0	15.4
COc1ccc(/C=C(\C#N)C(=O)Nc2cccc3ncccc23)cc1OC	5.3	-7.7	-10.9	98.9	.	-5.6	-3.3	6.4	1.9	.	-9.8
CCc1ccc2c(c1)C(c1ccc([N+](=O)[O-])cc1)=NNC(c1ccc(C)cc1)=N2	5.0	406.8*	-22.6	96.3	75.0*	-4.2	-11.1	-0.5	0.3	-75.1	17.0
Cn1cccc1/C=N/n1c(-c2ccc(Cl)cc2Cl)n[nH]c1=S	-9.6	49.1	25.5	113.0	-9.8	-11.2	5.8	8.9	2.4	9.8	-15.3
CC(Sc1nnnn1C)C(=O)Nc1ccc(N2CCOCC2)cc1 (centres undefined)	-6.3	-5.4	7.6	96.8	6.0	-3.3	0.0	1.6	-1.6	-6.0	.
COC(=O)c1c(C)[nH]c(-c2csc(N)n2)c1C	0.1	4.3	-17.4	107.0	4.9	-4.9	-6.0	-1.7	-0.6	-4.9	-2.0
O=C1c2ccccc2C(Nc2ccc3c(c2)OCCO3)N1Cc1ccco1 (centres undefined)	0.7	-8.9	2.4	105.6	10.5	-5.9	1.5	.	0.6	-10.5	-47.8
Cc1ncc(CN2CCCC(C(=O)Nc3ccc(-c4ccco4)cc3)C2)n1C (centres undefined)	-4.0	203.9	-4.7	115.1	-31.4	-5.0	0.8	4.5	1.1	.	-5.5
O=C(c1cccc(NS(=O)(=O)c2ccc(F)c(F)c2)c1)N1CCCCC1	7.4	.	-3.0	107.2	-14.3	-10.8	-7.2	-2.1	-0.4	14.3	2.2
COc1cccc(NC(=O)COC(=O)c2c(NC(C)=O)sc(C)c2C)c1	5.9	-3.4	43.4	102.6	12.8	-0.3	-4.3	-1.2	-0.8	-12.8	22.9
Brc1ccc(-c2cnco2)cc1	-0.9	-7.0	-14.2	126.6	-9.7	1.6	10.9	-0.5	1.3	9.7	5.8
COc1ccc(OCc2nnc(SCC(=O)Nc3cccc(Cl)c3)o2)cc1	-1.2	-20.6	17.9	.	-12.5	-1.8	-3.4	2.6	0.1	12.5	-1.9
COc1cccc(N2CCN(C(=O)c3cc4c(=O)n(Cc5ccccc5)ccc4nc3C)CC2)c1	-10.4	-1.5	-13.7	109.3	0.4	-9.6	-6.4	-5.7	.	-0.4	-7.0
CCC(=O)Oc1ccc(C/C(=N\O)c2ccc(O)cc2O)o1	-0.3	-18.5	-5.6	98.7	7.3	-3.7	5.8	.	-1.2	-7.3	-45.1
N#CC1=C(N)NC(SCc2ccc(Br)cc2)=C(C#N)C12CCCCC2	-13.5	40.2	-5.4	.	4.0	-5.1	-2.8	1.7	-0.4	-4.0	.
Nc1nc(-c2ccco2)cs1	5.0	-1.8	2.9	107.0	-19.7	3.1	-3.5	1.1	0.3	19.7	-4.4
COc1ccc(C2C(C#N)=C(C)NC3=C2C(=O)CC(C)(C)C3)cc1 (centres undefined)	-0.1	-9.9	-1.8	98.5	2.9	-3.9	-2.0	-1.6	-1.7	-2.9	-8.0
COC(=O)NC1(C(F)(F)F)C(=O)NC(C)=C1C(=O)OC (centres undefined)	2.7	204.6	14.9	96.5	-25.8	-1.9	2.7	-0.8	-1.9	25.7	-6.1
CCCCn1c(N)c(N(CCOC)C(=O)c2cc(-c3ccccc3Cl)nc3ccccc23)c(=O)[nH]c1=O	-10.0	0.7	1.8	107.4	2.6	-5.5	-16.4	.	0.3	-2.6	0.4
O=C(NC(=S)Nc1ccc(Cl)cc1)c1ccccc1	5.5	427.2	2.0	96.3	-23.5	7.2	3.5	-3.3	-0.9	23.5	17.1
Oc1ccc(Br)cc1-c1cc(-c2ccco2)[nH]n1	-7.7	-0.2	-4.0	.	10.4	-7.7	-0.5	1.5	-1.2	-10.4	-11.1
O=S1(=O)NC(c2ccccc2)CC(CC2CCCCC2)O1 (centres undefined)	3.0	943.3*	-0.2	108.3	3.5	-4.8	-6.7	.	0.2	-3.5	1.9
Continued.
SMILES	PKA-R1A activ	SUMO Mot1 rescue	Arrestin-AP2 inh	Pemphigus Ab inh	SR-BI HDL uptake	dFosB act	PKA-R2B act	NSD2 inh	CDK5 p35 inh	SR-BI DiI-HDL act	MITF TRPM1 HTS
COC(=O)c1nn(-c2nc(-c3ccc(OC)c(OC)c3)cc(C(F)(F)F)n2)cc1[N+](=O)[O-]	3.3	13.4	21.5	93.0	.	-16.7	3.9	-2.6	-0.8	.	13.0
CC1CC(NC(=O)CCn2c(=O)oc3ccccc32)CC(C)(C)C1 (centres undefined)	11.5	7.4	4.3	100.9	17.3	3.9	5.6	.	-0.4	-17.3	-3.8
CCOC(=O)C(=CNc1cccnc1Oc1ccc(C)c2c1CCC2)C(=O)OCC	-4.0	446.2	3.3	109.9	38.6	-5.2	5.4	11.9	-2.9	-38.6	-27.2
COc1ccc(-c2nn(C)c(=O)c3ccccc23)cc1CNC(=O)c1ccco1	2.8	-28.4	-0.6	102.9	-1.7	-18.0	-6.2	0.9	-0.1	1.7	-1.3
CC(=O)n1cc(N(C(=O)CCl)c2ccccc2)c2ccccc21	-11.8	-12.5	-11.9	110.8	-9.3	-4.0	-4.2	7.6	-0.6	9.3	.
FC(F)(F)c1cc(Oc2ccc(Cl)cc2)nc(-c2ccccn2)n1	1.7	284.3	-1.9	95.3	10.6	-1.0	3.3	-2.1	-2.1	-10.6	2.8
CC(C)(C)c1[nH]nc2c1C(c1ccoc1)C(C#N)=C(N)O2 (centres undefined)	11.5	388.8	-4.6	94.9	-6.7	-1.4	5.5	75.9*	-1.4	6.7	9.3
COc1cc(NC(=O)CC(C)S(=O)(=O)c2cc3c(cc2C)NC(=O)CO3)cc(OC)c1OC (centres undefined)	-5.1	-10.9	-6.4	.	-16.7	-4.5	-2.7	-0.9	2.9	16.7	-5.8
O=C(Cn1cnc2c(oc3nc4c(cc32)CCCC4)c1=O)Nc1ccccc1	-10.1	9.6	7.6	104.7	-0.4	-8.0	7.1	-2.7	-0.8	0.4	-3.4
Cc1ccc(CNC(=O)C2CC3Cn4c(nc5cc(Cl)c(Cl)cc54)C3N2C)o1 (centres undefined)	-0.7	-9.6	2.4	105.0	-3.1	2.9	0.4	.	-0.5	3.1	2.3
Cc1cc2cc(CCNC(=O)c3ccc(S(=O)(=O)N4CCCC4)cc3)c(=O)[nH]c2cc1C	-2.1	-20.2	-14.2	.	43.2	-27.2	-1.9	-2.7	-3.4	-43.2	2.1
CN1C(=O)N(C)C2(c3ccccc3)NNC(N)=NC12c1ccccc1 (centres undefined)	.	3.0	1.0	83.5	-11.3	-0.5	.	0.0	-0.5	11.3	.
COc1ccc(NC(=O)CCC(=O)OC(C(=O)c2ccccc2)c2ccccc2)cc1 (centres undefined)	-3.1	-6.8	-2.4	98.9	1.2	3.7	-1.3	-1.2	-2.0	-1.2	-1.9
O=C(COC(=O)c1ccccc1F)NCc1ccc2c(c1)OCO2	1.8	2.7	0.2	.	-2.0	0.5	1.4	-2.5	-1.3	2.0	10.2
COCCCNc1nc2c(c(=O)n(Cc3cccc(Br)c3)c(=O)n2C)n1C	-2.7	-10.1	0.7	96.0	20.1	-10.1	0.5	-1.0	1.6	-20.1	-20.6
COc1ccc(C(=O)NC(C)CCn2cccn2)cc1OC1CCN(C(C)C)CC1 (centres undefined)	3.4	313.9	-14.1	107.2	0.1	2.7	-7.4	2.3	-0.1	-0.1	-4.6
CC(=O)c1cccc(NC(=O)N2CCCC2C(=O)Nc2ccc3c(c2)OCO3)c1 (centres undefined)	5.6	0.4	0.7	88.8	-14.0	2.8	-1.3	12.0	-2.4	14.0	4.1
CCOC(=O)C(C)NC(=O)CCc1nnc2ccc(N3CCCCC3)nn12 (centres undefined)	2.6	-4.6	-2.9	100.8	-35.5	6.4	-5.9	0.8	-2.2	35.5	0.8
O=C(CSc1ccccc1)Nc1ccc2c(c1)OCCO2	7.5	-5.8	19.4	.	4.4	-10.4	4.0	-1.0	0.7	-4.4	50.1
COc1ccc2cc(C3CC(c4ccco4)=NN3S(C)(=O)=O)c(Cl)nc2c1 (centres undefined)	-2.5	5.8	-4.4	91.8	9.1	-10.7	-4.8	23.9	0.8	-9.1	-2.1
CCOC(=O)CC(NC(=O)Cc1ccc(F)cc1)c1ccccc1Cl (centres undefined)	-6.9	-17.6	49.7	103.2	-12.2	-2.5	10.9	-2.3	-1.4	12.1	0.3
O=C(O)[C@H]1CCC(=O)N1Cc1ccco1	4.6	1.4	19.4	103.5	-15.2	5.3	-9.0	-0.2	0.9	15.2	.
CN(C)c1nc(Oc2ccc(=O)[nH]n2)nc(N2CCCCC2)n1	2.8	.	13.2	93.4	27.6	-5.5	5.5	0.1	-3.2	-27.6	.
Cc1ccc(S(=O)(=O)N(Cc2cc3ccccc3[nH]c2=O)CC2CCCO2)cc1 (centres undefined)	-3.1	6.1	3.5	108.5	.	-10.9	2.3	1.8	-0.4	.	9.5

Of the compounds above, these contain a thiophene ring, fused or not:
SMILES	PKA-R1A activ	SUMO Mot1 rescue	Arrestin-AP2 inh	Pemphigus Ab inh	SR-BI HDL uptake	dFosB act	PKA-R2B act	NSD2 inh	CDK5 p35 inh	SR-BI DiI-HDL act	MITF TRPM1 HTS
O=C(COC(=O)c1ccccc1NCCO)NCc1cccs1	-1.9	1.7	9.7	101.7	14.0	4.0	-7.6	-1.8	0.4	-14.0	15.4
COc1cccc(NC(=O)COC(=O)c2c(NC(C)=O)sc(C)c2C)c1	5.9	-3.4	43.4	102.6	12.8	-0.3	-4.3	-1.2	-0.8	-12.8	22.9
